# CCT modulator – changes cytosolic chaperonin activity. 0.3% of 360,000 active. AID 651819. purified chaperonin ATPase assay, HTRF ADP detection, 30 min. activity change, % (no concentration beside the values), hits read low; in the data active = activity change below about -30%; note: % is set by controls: 0 for no effect and ±100 for the full control effect
#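 Enzyme 40 or 20 nM (batch-dependent) in Tris pH 7.4/KCl/MgCl2/DTT; cpd 76 uM single point; ATP 10 uM; 30 min 37 °C; Transcreener ADP HTRF detection, 30 min RT; ratio 665/615.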
# Nrf2 activator – activators of Nrf2 (ARE) signaling; AREc32 ARE-luciferase reporter (MCF7-derived line), luminescence, 24 h; Potency, µM (titrated, usually from 46.1 µM), without a hit: top-dose activation, usual class: activators; 0.31% of 410,000 active; note: potency is the fitted concentration of half-maximal effect; % of control where 0% means no effect; nearly all actives have a fitted effect of over 65% in size
#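 Steps: seed AREc32_Fluc cells (1000/well, 5% FBS OPTI-MEM); incubate overnight at 37 deg C; add 23 nL compound; incubate 24 hr; add Steady-Glo; hold 30 min RT; read luminescence.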
# ATXN viability – cell viability loss in ATXN counter-screen | Potency, µM (highest dose often 56.7 µM), most hits filed as cytotoxic | AID 651635 | S2 cells (HEK-293 line with an ATXN2-luciferase reporter) viability, CellTiter-Fluor protease fluorescence, 24 h | 0.49% of 400,000 active; note: potency is the fitted concentration of half-maximal effect; nearly all actives have a fitted effect of over 40% in size
# TGFb inhibitor – TGF-b pathway inhibition. 1.2% of 410,000 active. AID 588855. HepG2 CAGA-GFP TGF-b/SMAD3 reporter, GFP fluorescence, 18 h; TGF-beta stimulated, 500 pg/mL final. Potency, µM (doses to about 46.1 µM), without a hit: at the top dose activity, negative = inhibition, most hits filed as inhibitors; note: potency is the fitted concentration of half-maximal effect; % is set by controls: 0 for no effect and ±100 for the full control effect; nearly all actives have a fitted effect of over 65% in size
#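 Read-out: total well GFP (ex488/em500-530) summed from mean per-cell fluorescence. Cells: HEPG2 CAGA-GFP, 1% FBS DMEM, 18 h at 37 degrees C with 500 pg/mL final TGF-beta. Unstimulated wells served as the full-inhibition control; stimulated DMSO wells = 0%.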
# Mm-Cpn inhibitor – inhibitors of Methanococcus maripaludis chaperonin (MmCpn) | purified Mm-Cpn ATPase, ADP Transcreener TR-FRET | Potency, µM (series often up to 76.9 µM), for inactives: top-dose activity, negative = inhibition, actives largely listed as inhibitors | 0.031% of 330,000 active; note: potency is the fitted concentration of half-maximal effect; % is set by controls: 0 for no effect and ±100 for the full control effect; nearly all actives have a fitted effect of over 80% in size
#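 Reaction buffer contained 30 mM Tris pH 7.4, 100 mM KCl, 5 mM MgCl2 and 1 mM DTT. Mm-CPN (25 nM final) hydrolysed 10 uM ATP over 30 min at 37°C; ADP was read by HTRF.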
# A549 viability – counter-screen for Nrf2 inhibitors: cytotoxicity in A549 cells. 0.16% of 390,000 active. A549 ARE-Fluc cells, CellTiter-Fluor viability, 18-24 h. Potency, µM (doses to about 46 µM), inactives show top-dose activity change, negative = cytotoxicity, actives largely listed as inhibitors; note: potency is the fitted concentration of half-maximal effect; % is set by controls: 0 for no effect and ±100 for the full control effect
#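 Cytotoxicity counterscreen: CellTiter-Fluor fluorescence was measured in A549 ARE_Fluc cells after 18-24 h of compound exposure in a concentration series. The subsequent BugLite luminescent read reports ARE-luciferase activity.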
# Akt phos inh – Akt phosphorylation inhibition; Neuro2A IGF-stimulated pAkt S473 HTRF, 20 min; stronger effect = lower value; activity change, % for hits at 50 µM; 0.32% of 360,000 active; AID 651550; in the data active = activity change below about -80%; inconclusive = mostly about -51% to -80%; note: % is set by controls: 0 for no effect and ±100 for the full control effect
#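 Neuro2A cells in DMEM with 0.5% FBS, overnight at 37 deg C, given compound at single 50 µM final, then IGF (6 nM final) for 20 min at 37 deg C. Lysed; phospho-Akt Ser473 by HTRF after 24 h, 665/615 ratio.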
# Nrf2 block – inhibitors of Nrf2 signaling; A549 ARE-Fluc reporter, luciferase luminescence, 18-24 h; Potency, µM (doses to about 46 µM), inactives show at the highest dose activity change, negative = inhibition, hits mostly inhibitors; 2.1% of 360,000 active; AID 504444; note: potency is the fitted concentration of half-maximal effect; % is set by controls: 0 for no effect and ±100 for the full control effect; nearly all actives have a fitted effect of over 60% in size
#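 Nrf2 function is reported as luminescence of an ARE-controlled luciferase in A549 cells. Compounds were tested at several concentrations, and a CellTiter-Fluor read on the same wells flagged cytotoxicity.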
# HepG2 viability – HepG2 cytotoxicity, counter-screen for TGF-b inhibitors. HepG2 CAGA-GFP viability, ATP luminescence, 18 h. Potency, µM (titrated, usually from 46.1 µM), without a hit: at the highest dose activity change, negative = cytotoxicity, most hits filed as cytotoxic. 0.76% of 410,000 active. AID 588856; note: potency is the fitted concentration of half-maximal effect; some results filed as inactive show a strong effect at the top dose
#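 CellTiter-Glo luminescence gave cytotoxicity after 18 hours at 37 degrees C. The cells were HepG2 CAGA-GFP in 1% FBS DMEM, stimulated with 500 pg/mL TGF-beta after compound addition. %Activity was normalised to no-cell wells (complete cell-killing) and DMSO (no toxicity), and curves were fitted and classified.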
# An asterisk follows results filed as active; i = inactive; ? = inconclusive; . = no result given; & = joins results of further samples; [ ] = dose if it differs, or a comment. Unless noted, calls come from the whole dose curve; as a rule, active = well fitted curve in the direction sought with a large enough effect; inconclusive = small, poorly fitted or top-dose-only effect, or another doubt; inactive = no such curve, though single readings can be large; an effect the other way counts as inactive or inconclusive.
SMILES,CCT modulator,Nrf2 activator,ATXN viability,TGFb inhibitor,Mm-Cpn inhibitor,A549 viability,Akt phos inh,Nrf2 block,HepG2 viability
Cc1ccc(-n2c(SCC(=O)c3c(N)n(C4CC4)c(=O)[nH]c3=O)nnc2N2CCOCC2)cc1,-0.5,-0.1%,i,-18%,-9%,-11%,i,-1%,1%
Cc1c(C(=O)NCc2ccc3c(c2)OCO3)oc2ccc(S(=O)(=O)N3CCCCCC3)cc12,-0.1,0.3%,?,3%,.,1%,-112%*,?,-4%
COc1ccc(-c2cc(C(=O)N/N=C(\C)c3ccco3)c3ccccc3n2)c(OC)c1,-0.3,0.2%,i,-28%,1%,-1%,i,-6%,-23%
Clc1ccc(CNCc2cccs2)c(Cl)c1,0.6,-0.2%,i,-3%,0%,8%,i,11%,4%
COC(=O)c1ccc(N2CN=C(c3ccc(C)cc3)NC2=S)cc1,-1.3,-0.9%,i,4%,-18%,-10%,i,-6%,-18%
CCC(C)N(NC(C)=O)c1nc(Cl)nc(NC(C)(C)C)n1 (stereo not drawn),-6.0,-0.2%,i,6%,-2%,-6%,i,-7%,-1%
COCCN(CCOC)S(=O)(=O)c1ccc(C(=O)Nc2c(C)n(C)n(-c3ccccc3)c2=O)cc1,-1.6,0.3%,i,0%,1%,0%,i,-12%,-4%
CCOC(=O)C1=C(c2ccccc2)c2ccccc2N(S(=O)(=O)C(F)(F)F)C1C(=O)OCC (stereo not drawn),-0.7,4.4%,?,?,1%,-10%,i,-1%,-8%
CC1(C)CC(NS(=O)(=O)c2ccc(S(=O)(=O)N3CCOCC3)cc2)CCO1 (stereo not drawn),-2.4,0.0%,i,22%,2%,4%,i,7%,-17%
COc1cnc(-c2ccccn2)nc1Sc1ccc(F)cc1,-2.0,3.2%,i,-29%,-5%,1%,i,2%,-27%
COc1ccc(C2SCCN2C(=S)Nc2ccc(F)cc2)cc1 (stereo not drawn),1.1,-0.2%,i,-3%,2%,12%,i,-2%,10%
COc1ccccc1N(C)S(=O)(=O)c1ccc(C(=O)NC(C)c2ccccc2)cc1 (stereo not drawn),2.1,-0.8%,i,3%,-1%,4%,i,-22%,-25%
CN(CC(=O)Nc1cccc(F)c1)C(=O)C1CSC2(C)CCC(=O)N12 (stereo not drawn),-3.7,0.4%,i,-14%,-4%,-5%,i,2%,-13%
c1ccc(OCc2nn3c(-c4cccnc4)nnc3s2)cc1,0.8,-0.3%,i,8%,3%,.,i,-56%,2%
CCOC(=O)c1cc2c(=O)n3ccccc3nc2n(Cc2ccco2)c1=NC(=O)c1cccc(F)c1,.,0.7%,.,26%,.,-5%,.,6%[9.27 µM],-25%
COc1ccc(CCNC(=O)CCCn2c(=O)c3ccccc3n(Cc3c(C)cc(C)cc3C)c2=O)cc1OC,.,-0.1%,i,0%,.,-1%,.,4%,-12%
Cc1cc(C(=O)NNC(=O)Nc2ccc(Cl)cc2)no1,-0.9,-0.6%,i,-10%,-1%,-8%,i,-15%,-13%
S=C(NCc1ccc(Cl)cc1)Nc1ccccc1Cl,-3.0,0.1%,i,1%,-1%,1%,i,8%,7%
COC(=O)COc1cc2ccccc2cc1C(=O)Nc1ccccc1,-0.2,-0.6%,i,?,-26%,1%,i,-10%,-6%
CC(C)COc1ccccc1C(=O)NC(CO)C(=O)O (stereo not drawn),1.2,-0.1%,i,0%,3%,1%,i,3%,-5%

# Compound profiles, from the list above:
# Entry for `CC(C)COc1ccccc1C(=O)NC(CO)C(=O)O` (stereo not drawn) = CCT modulator = 1.2; Nrf2 activator = -0.1%; ATXN viability = i; TGFb inhibitor = 0%; Mm-Cpn inhibitor = 3%; A549 viability = 1%; Akt phos inh = i; Nrf2 block = 3%; HepG2 viability = -5%
# Entry for `CN(CC(=O)Nc1cccc(F)c1)C(=O)C1CSC2(C)CCC(=O)N12` (stereo not drawn) = CCT modulator = -3.7; Nrf2 activator = 0.4%; ATXN viability = i; TGFb inhibitor = -14%; Mm-Cpn inhibitor = -4%; A549 viability = -5%; Akt phos inh = i; Nrf2 block = 2%; HepG2 viability = -13%

# Remaining list, next part:
SMILES,CCT modulator,Nrf2 activator,ATXN viability,TGFb inhibitor,Mm-Cpn inhibitor,A549 viability,Akt phos inh,Nrf2 block,HepG2 viability
CC(=NNC(=S)N1CCCC1)c1ccccn1,-2.3,?,?,?,.,.,i,.,-22%
CC1CCC(NC(=O)c2cccc(S(=O)(=O)N3CCOCC3)c2)CC1 (stereo not drawn),-0.4,3.3%,i,?,.,.,i,.,-43%
CCOC(=O)C1=CC[C@@H](c2ccccc2)N(S(=O)(=O)c2ccc(C)cc2)[C@H]1/C=C/c1ccccc1,1.4,-0.9%,i,?,.,.,i,.,-11%
CNC(=O)c1c(NC(=O)C(C)C)sc2c1CCC2,-3.3,3.3%,i,-1%,2%,0%,i,-11%,-2%
CN(C(=O)COC(=O)c1n[nH]c2ccccc12)c1ccccc1,-2.1,4.4%,i,-5%,-7%,3%,i,16%,-3%
CC(C)Cn1c(-c2ccccc2Cl)nc2ccccc21,.,3.0%,i,-25%,.,0%,.,17%,-22%
O=C(OCn1nnc2ccccc2c1=O)c1ccco1,-0.9,0.0%,i,-3%,0%,3%,i,8%,-1%
CCC/C=C1/CCCOC(C(=O)NCc2ccc(S(C)(=O)=O)cc2)(C(F)(F)F)C1 (stereo not drawn),1.1,0.0%,i,?,.,-3%&-2%,i,6%&-29%,1%&-19%
CCNC(=S)N/N=C/c1ccc(C#N)cc1,0.3,0.7%,i,-1%,-3%,9%,i,?,-3%
Cc1cccc(NC(=O)CC2NC3CCCCC3NC2=O)c1 (stereo not drawn),-0.3,-0.4%,i,17%,2%,1%,i,-1%,-3%
C[C@H](NC(=O)c1nc[nH]c1C(=O)N[C@@H](Cc1ccccc1)C(=O)OCc1ccccc1)C(=O)OCc1ccccc1,-2.2,-0.9%,i,?,0%,-4%,i,1%,-32%
Cc1ccc(NC(=O)C(C)c2ccc(-c3ccccc3)c(F)c2)c(C)c1 (stereo not drawn),-0.6,0.0%,i,-2%,2%,9%,i,4%,-14%
O=C(Cn1nnc(-c2cccs2)n1)N1c2ccccc2Sc2ccc(C(F)(F)F)cc21,0.8,-0.5%,?,-12%,.,2%,i,-21%,48%
CC(=O)Nc1ccc(Nc2ccc(S(=O)(=O)C(F)(F)F)cc2[N+](=O)[O-])cc1,3.4,-0.1%,i,?,1%,2%,i,-19%,0%
Cc1ccc2c(c1)S/C(=C/c1ccc[n+](CCO)c1)N2C,1.2,5.4%,?,0%,-2%,-17%,i,1.2µM*,1%
COc1c(O)ccc(/C=N/NC(=O)c2ccc3c(c2)OCCO3)c1[N+](=O)[O-],-0.5,3.7%,i,-4%,-4%,2%,i,5.2µM*,2%
COc1ccc(C(=O)CCC(=O)N2CCN(c3cccc(Cl)c3)CC2)cc1,0.6,1.4%,?,-26%,-1%,0%,i,?,-27%
CC1(C)Cc2c(cnn2-c2ccc(F)cc2)C(NC(=O)Cn2cncn2)C1 (stereo not drawn),0.0,-0.6%,i,-1%,1%,-5%,i,-4%,-26%
CCOC(=O)[C@H]1[C@H]2COc3ccc(OC)cc3[C@@H]2N2C(=O)c3ccc(F)cc3NC(=O)[C@@]12C,-1.2,-1.2%,i,0%,-1%,-1%,i,-13%,2%
O=C1Nc2ccccc2C1C(C[N+](=O)[O-])c1ccccc1 (stereo not drawn),1.7,3.0%,i,-1%,0%,-1%,i,0%,-12%
CCc1ccc(C(CNc2nc(C(F)(F)F)nc3ccccc23)N(C)C)cc1 (stereo not drawn),-1.5,0.8%,?,11µM*,-3%,?,i,?,20µM*
Cc1ccc(N(C)C(CNS(=O)(=O)c2ccccc2)c2ccccc2)cc1 (stereo not drawn),.,-0.9%,.,?,.,-13%,.,-95%,-60%
CCOC(=O)c1c(C)[nH]c(C)c1S(=O)(=O)N(C)CC(=O)Nc1ccc(C)cc1C,.,-1.2%,i,-26%,.,3%,.,?,-17%
COc1ccc(CN2CCCC(C(=O)N3CCCCC3)C2)cc1 (stereo not drawn),-0.2,0.1%,.,7%,1%,-9%,i,-9%,1%
Cc1cc(OC(=O)C2CC2)c([N+](=O)[O-])c(=O)[nH]1,-4.3,-0.6%,i,4%,-2%,-2%,i,-14%,4%
CCc1ccc(OCC(=O)Nc2ccc3oc(=O)ccc3c2)cc1,-1.1,0.6%,i,0%,0%,3%,i,1%,29%
COc1ccc(-c2ccc(-c3noc(-c4cc(OC)cc(OC)c4)n3)c(OC)n2)cc1,.,-0.8%,i,1%,.,-6%,.,1%,-8%
COc1ccc(C(=O)N(CCN2CCOCC2)CC(=O)NC2CCCC2)cc1OC,0.1,-0.3%,i,-28%,-2%,0%,i,5%,2%
CN1CCN(S(=O)(=O)c2ccc(NC(=O)c3ccc(Br)o3)cc2)CC1,-0.8,0.0%,i,0%,1%,5%,i,4%,1%
COC(=O)c1ccc(Oc2nc(NC(C)C)nc(N(C)C)n2)cc1,-3.2,0.1%,i,-4%,-2%,-5%,i,3%,1%
CS(=O)(=O)c1ccc(Cl)c(NC(=O)CN2CCN(S(=O)(=O)/C=C/c3ccccc3)CC2)c1,1.7,0.5%,i,?,.,1%,i,?,1%
C=CCc1c(C)nc2nc(SCC(=O)Nc3ccc(C)c(C)c3)nn2c1C,.,?,.,?,.,-12%,.,.,-49%
Cc1ccc(C2(C)NC(=O)N(CC(=O)NC(=O)NC(C)C)C2=O)cc1 (stereo not drawn),0.0,-0.5%,i,1%,2%,-4%,i,-15%,-7%

# Screening data as filed in PubChem.

# This is a random part of the collection. Share with any hit: about 4.4%.
